# 5HT1a ag: human 5-HT1a receptor agonists, primary screen, cell-based, CHO, Ga15 NFAT-bla reporter | CHO 5-HT1a Ga15 NFAT-bla reporter, FRET ratio; 0% basal, 100% maximal reference agonist | 5-hydroxytryptamine receptor 1A (Homo sapiens), P08908 | activation, % at 10 µM | AID 567, 2006 | actives 0.56% (n = 65,000);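 active means activation above the screen-wide mean activation plus 3 SD, cut at about 19% in these data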;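 further: 0% = DMSO wells and 100% = 5-CT at EC100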
# SF1 activator: activators of human SF-1, primary screen, cell-based, CHO-K1, Gal4-SF-1 LBD, luciferase luminescence; CHO-K1 Gal4-SF-1 LBD luciferase reporter; % increase over DMSO SF-1-specific signal; activation, % at 10 µM; actives 1.9% (n = 65,000); AID 522, 2006;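 active means activation above the mean activation of all tested compounds plus 3 SD, cut at about 50% in these data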
# Target sequence (Q13285 whole entry, looked up, the tested form may be a part): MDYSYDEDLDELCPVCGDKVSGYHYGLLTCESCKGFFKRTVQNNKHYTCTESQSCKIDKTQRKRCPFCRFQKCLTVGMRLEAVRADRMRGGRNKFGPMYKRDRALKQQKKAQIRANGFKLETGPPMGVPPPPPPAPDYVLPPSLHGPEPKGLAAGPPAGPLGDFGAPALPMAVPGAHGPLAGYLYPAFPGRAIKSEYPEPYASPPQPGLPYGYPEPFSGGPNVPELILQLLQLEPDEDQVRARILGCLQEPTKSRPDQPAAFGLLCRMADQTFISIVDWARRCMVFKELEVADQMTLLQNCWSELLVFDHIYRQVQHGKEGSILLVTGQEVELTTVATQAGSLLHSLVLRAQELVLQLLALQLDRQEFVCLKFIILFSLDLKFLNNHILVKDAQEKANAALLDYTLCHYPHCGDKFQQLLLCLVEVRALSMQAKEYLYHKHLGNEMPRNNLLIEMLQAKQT
#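 Assay system: CHO-K1 cells co-transfected with Gal4 DBD–human SF-1 LBD, 5xGal4 luciferase reporter / Input: 4,000 cells per well / Incubation: 20 h compound exposure at 37 °C after 1 h cell settling / Detection: SteadyLite luciferase luminescence / Control set: DMSO negative control and −SF1 background wells / Replication: one test per compound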
# NADH coupling: inhibitors of PK/LDH coupling enzymes, profiling panel, artefact control, biochemical, MLSMR library; coupled PK/LDH NADH assays, four targets; IC50, µM (top dose mostly 10 µM), for inactives: at the highest dose inhibition; actives 0.02% (n = 65,000);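 active means single-dose screening hits from any of four coupled enzyme assays that gave an IC50 when retested across doses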;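 further: the DPM-DC format reads NADH fluorescence rather than 340 nm absorbance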
# Abs 340nm: compound light absorbance at 340 nm, profiling panel, artefact control, biochemical, MLSMR library, data from PS, PMK, MK assays; compound absorbance at 340 nm, fold over control; AID 708, 2007; 65,000 tested, under 10 active; fold change at 10 µM;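 active means at 10 µM dose, initial 340 nm absorbance at least 2 fold that of control wells; inactive means change under 2 fold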;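 further: initial absorbance extrapolated from kinetic A340 decline of NADH oxidation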
# 5-HT1A blocker: human 5-HT1a receptor antagonists, primary screen, cell-based, CHO, Ga15 NFAT-bla reporter; CHO 5-HT1a Ga15 NFAT-bla reporter, antagonist mode; 5-hydroxytryptamine receptor 1A (Homo sapiens), P08908; inhibition, % at 10 µM; AID 612, 2007; actives 0.68% (n = 62,000);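 active means inhibition above the mean of all tested compounds plus 3 SD, cut at about 43% in these data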;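 further: receptor stimulated by 5-CT agonist at 100 nM near EC80; beta-lactamase reporter measured by ratiometric fluorescence of a cleavable substrate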
# Autofluor 339: intrinsic fluorescence of library compounds, ex339/em460 – biochemical, MLSMR library, data from DPM-DC assay, artefact control, profiling panel | compound autofluorescence, ex339/em460 nm, NADH buffer; stronger effect = higher value; 1 = no-compound wells, NADH background | fluorescence fold increase at 10 µM | actives 5.5% (n = 65,000) | AID 709, 2007;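 active means at 10 µM, mean starting fluorescence two-fold or more over control wells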;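 further: signal is the first read of a kinetic run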
# MMP13 inh: human MMP13 inhibitors, primary screen, biochemical, FRET peptide cleavage; Collagenase 3 (Homo sapiens), P45452; MMP-13 fTHP FRET cleavage, Mca fluorescence; inhibition, % at 4 µM; actives 0.07% (n = 65,000); AID 570, 2006;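 active means inhibition above the mean of compound-free control plate wells plus 3 SD, cut at about 14% in these data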;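 further: 0% = DMSO wells and 100% = wells with reference MMP-13 inhibitor after basal subtraction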
# TNAP act mid DEA: human TNAP enzyme activators, primary screen, biochemical, luminescent, intermediate phosphate acceptor level; purified TNAP, CDP-star luminescence, 100 mM DEA, 30 min; stronger effect = higher value; scale: 0 levamisole-inhibited, 1 vehicle-only enzyme; activation factor at 20 µM; 64,000 tested, under 10 active; AID 813, 2007;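 active means activation factor of at least 2 at 20 µM, relative to controls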
# Target sequence (P05186 whole entry, looked up): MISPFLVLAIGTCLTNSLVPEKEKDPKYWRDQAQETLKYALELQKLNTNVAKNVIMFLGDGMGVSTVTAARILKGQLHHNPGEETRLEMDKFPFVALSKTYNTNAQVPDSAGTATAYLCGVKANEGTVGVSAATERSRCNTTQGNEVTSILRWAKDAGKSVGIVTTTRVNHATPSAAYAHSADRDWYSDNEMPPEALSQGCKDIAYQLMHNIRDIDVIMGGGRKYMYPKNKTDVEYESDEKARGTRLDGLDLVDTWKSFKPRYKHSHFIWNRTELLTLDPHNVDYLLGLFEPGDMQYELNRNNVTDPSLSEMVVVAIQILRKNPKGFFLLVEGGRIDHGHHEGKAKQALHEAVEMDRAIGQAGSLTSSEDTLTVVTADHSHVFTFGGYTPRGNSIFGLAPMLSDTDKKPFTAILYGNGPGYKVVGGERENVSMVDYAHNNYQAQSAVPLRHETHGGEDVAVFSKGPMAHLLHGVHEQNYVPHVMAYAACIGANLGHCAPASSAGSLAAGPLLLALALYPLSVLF
# RORa activator: activators of orphan receptor RORA, primary screen, cell-based, luminescence; Nuclear receptor ROR-alpha (Homo sapiens), P35398; CHO-K1 Gal4-RORA LBD luciferase reporter; percent increase over mock-subtracted basal signal; activation, % at 10 µM; actives 1.5% (n = 65,000);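 active means activation above the mean of all tested compounds plus 3 SD, cut at about 49% in these data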;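 further: 0% = DMSO-treated RORA cells and 100% = added signal equal to DMSO minus mock-transfected cells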
# * marks the source's active call; other numbers are inactive results; nt = not tested or not shown; [ ] = remark or other dose. Random draw from the library; overall some 8.9% were active at least once.
1	Cc1cccc2sc(NC(=O)C3CCCO3)nc12 (configuration not stated)
2	O=C1CCCC2=C1C(c1cccs1)n1nc(SCc3ccccc3)nc1N2 (configuration not stated)
3	Cc1cc(C(=O)NCCCc2ccccc2)no1
4	CC1Cc2ccccc2N1C(=O)C1CCN(S(=O)(=O)c2cccs2)CC1 (configuration not stated)
5	Cc1nn(C)cc1CNC(=O)c1cnn2c1NC(c1ccc(Br)cc1)CC2C(F)(F)F (configuration not stated)
6	Cc1c(C(=O)Nc2ccc(F)cc2)oc2ccc(S(=O)(=O)N3CCC4(CC3)OCCO4)cc12
7	Cc1nc(C)c(C(=O)C2=C(O)C(=O)N(CCCn3ccnc3)C2c2ccccc2)s1 (configuration not stated)
8	O=S(=O)(NCc1cccnc1)c1cccc2cccnc12
compound no.	1	2	3	4	5	6	7	8
5HT1a ag	-2.2	0.6	-3.0	-2.5	0.8	0.0	1.5	0.1
SF1 activator	34	16	17	11	-2	7	0	-2
NADH coupling	7%	6%	11%	2%	2%	3%	2%	1%
Abs 340nm	1	1	1	1	1	1	1	1
5-HT1A blocker	-6	-7	7	-1	-8	-19	-15	-4
Autofluor 339	1.1	2.5*	1	1.1	1.1	1.1	1.1	1.1
MMP13 inh	3	-10	6	4	-1	-1	-3	-1
TNAP act mid DEA	0.9	1	0.9	0.9	1	0.9	1	0.9
RORa activator	26	-13	14	0	-10	2	-4	1

# Part of the list above, showing only TNAP act mid DEA, Autofluor 339 and NADH coupling:
nr	canonical_smiles	TNAP act mid DEA	Autofluor 339	NADH coupling
1	Cc1cccc2sc(NC(=O)C3CCCO3)nc12 (configuration not stated)	0.9	1.1	7%
2	O=C1CCCC2=C1C(c1cccs1)n1nc(SCc3ccccc3)nc1N2 (configuration not stated)	1	2.5*	6%

# By substructure, the entries above containing fluorine.
5	Cc1nn(C)cc1CNC(=O)c1cnn2c1NC(c1ccc(Br)cc1)CC2C(F)(F)F (configuration not stated)
6	Cc1c(C(=O)Nc2ccc(F)cc2)oc2ccc(S(=O)(=O)N3CCC4(CC3)OCCO4)cc12
compound no.	5	6
5HT1a ag	0.8	0.0
SF1 activator	-2	7
NADH coupling	2%	3%
Abs 340nm	1	1
5-HT1A blocker	-8	-19
Autofluor 339	1.1	1.1
MMP13 inh	-1	-1
TNAP act mid DEA	1	0.9
RORa activator	-10	2

# (list continues)
9	Cc1sc2nc(C(C)Nc3ccccc3N3CCOCC3)[nH]c(=O)c2c1C (configuration not stated)
10	Cc1nnc(SCC(=O)Nc2ncc(Cc3ccc(F)cc3)s2)n1N
11	O=S(=O)(c1ccc(F)cc1)N1CCC(N2CCCC2)CC1
12	CC(C)OC(=O)Cn1cnc2ccc(Br)cc2c1=O
13	Cc1ccc(NC(=O)COC(=O)C2CC2C)c(S(=O)(=O)N2CCCCC2)c1 (configuration not stated)
14	CC(NC(=O)C1CCCCC1)c1ccc2c(c1)OCCO2 (configuration not stated)
15	Cc1ccccc1-c1n[nH]c(=S)o1
16	Cc1nnc(NC2(C(F)(F)F)C(=O)Nc3c2c(=O)n(C)c(=O)n3C)s1 (configuration not stated)
compound no.	9	10	11	12	13	14	15	16
5HT1a ag	0.5	-2.0	-1.4	-3.7	-3.7	-1.4	-3.5	-4.3
SF1 activator	2	-11	-2	-10	-18	12	8	1
NADH coupling	9%	34%	7%	8%	7%	4%	2%	3%
Abs 340nm	1	1.1	1	1	0.99	1	1	1
5-HT1A blocker	1	4	-8	-11	6	-10	14	-9
Autofluor 339	1.2	1.2	1	1.1	1.1	1	1.3	1.1
MMP13 inh	-8	2	2	-4	2	-3	7	0
TNAP act mid DEA	0.9	1	0.8	1	0.9	0.9	0.9	1
RORa activator	-16	7	-4	12	-29	-2	-7	9

17	O=C(Cn1c(=O)c2c(ncn2Cc2ccccc2)n(Cc2ccccc2)c1=O)NC1CC1
18	CC(=O)c1ccc(N2CCN(CCC#N)CC2)c(F)c1
19	CC(C)(C)NC(=O)CSc1nccn1Cc1ccccc1
20	Cn1c(/N=C/c2cc(Cl)ccc2O)nc2ccccc21
21	COC(=O)c1ccc2c(c1)S(=O)(=O)NC(=NCc1ccco1)S2
22	C/C(N)=C(/C#N)C(=O)CSc1nnc(-c2ccc(OC(F)F)cc2)o1
23	CCCCOc1ccccc1C1NC(=O)NC(C)=C1C(=O)OCCOC (configuration not stated)
24	COc1ccc(C(C)=O)c2c1OCCO2
compound no.	17	18	19	20	21	22	23	24
5HT1a ag	-2.4	-2.4	-2.0	-0.8	-2.5	-3.3	2.8	1.1
SF1 activator	-7	-19	-10	6	9	63*	3	-18
NADH coupling	5%	2%	6%	2%	5%	5%	1%	4%
Abs 340nm	1	1.1	0.99	1	1	1	1	1
5-HT1A blocker	-9	7	-10	14	-1	6	5	0
Autofluor 339	1.1	1.1	1.1	1.1	1.1	1.1	1.1	1.1
MMP13 inh	0	-2	2	1	-14	6	2	1
TNAP act mid DEA	1	1	0.9	0.9	0.9	0.9	0.9	0.9
RORa activator	7	-16	4	28	-10	40	-21	2

# Rewritten bar-delimited: part of the list above.
no. | smiles | 5HT1a ag | SF1 activator | NADH coupling | Abs 340nm | 5-HT1A blocker | Autofluor 339 | MMP13 inh | TNAP act mid DEA | RORa activator
20 | Cn1c(/N=C/c2cc(Cl)ccc2O)nc2ccccc21 | -0.8 | 6 | 2% | 1 | 14 | 1.1 | 1 | 0.9 | 28
18 | CC(=O)c1ccc(N2CCN(CCC#N)CC2)c(F)c1 | -2.4 | -19 | 2% | 1.1 | 7 | 1.1 | -2 | 1 | -16

# Continuation:
25	COc1nc(Nc2ccc(O)cc2)nc(OC(C(F)(F)F)C(F)(F)F)n1
26	CC(=O)c1ccc(N2C(=NC(=O)C(C)C)SC3CS(=O)(=O)CC32)cc1 (configuration not stated)
27	CCOC(=O)N1CCN(C(=O)CS(=O)(=O)c2cn(Cc3ccc(F)cc3)c3ccccc23)CC1
28	CCOC(=O)C1CCN(C(=O)c2oc3ccc(S(=O)(=O)N4CC(C)CC(C)C4)cc3c2C)CC1 (configuration not stated)
29	Cc1ccc2nc(-c3ccc(SCC(=O)O)nc3)[nH]c2c1
30	Cc1ccc(S(=O)(=O)NCC(=O)OCC(=O)c2cccs2)cc1
31	COc1ccc(C2=NOC(C(=O)NC(C)C)C2)cc1 (configuration not stated)
32	COCc1cc(=O)n2[nH]c(SC)nc2n1
compound no.	25	26	27	28	29	30	31	32
5HT1a ag	-1.1	-1.9	1.8	1.3	-0.1	-0.8	-2.4	-3.7
SF1 activator	-8	-2	1	-5	-1	-10	-1	-4
NADH coupling	10%	5%	2%	0%	17%	6%	5%	5%
Abs 340nm	0.96	1	1.1	1.1	1	0.99	1	1
5-HT1A blocker	0	7	-7	26	-6	0	5	-1
Autofluor 339	1.1	0.85	1.1	1.1	3.8*	1.1	1.1	1.1
MMP13 inh	-2	-3	2	4	-45	10	-4	0
TNAP act mid DEA	1.1	1	0.9	0.9	0.9	1	0.9	1
RORa activator	-11	-15	-6	-20	-9	-7	-5	-19

33	CCN(CC)C(=O)C1CC(=O)N(c2ccc(F)c(Cl)c2)C1 (configuration not stated)
34	CCn1c(=O)c(=O)[nH]c2cc(C(=O)N3CCN(c4ccccc4F)CC3)ccc21
35	Cc1ccc(C(=O)n2cnnc2N)cc1C
36	COc1ccc(C(=O)Nc2ccc(N3CCOCC3)cc2)cc1OC
37	CC(C)c1nc2oc3c(=O)[nH]cnc3c2c2c1CCC2
38	CCOc1ccc(-n2c(=O)[nH]cc(C(=O)N3CCc4ccccc43)c2=O)cc1
39	O=C(O)CCSc1nc2ccc(Br)cc2[nH]1
40	COc1ccc(OC)c(NC(=O)c2ccc(NS(=O)(=O)c3c(C)noc3C)cc2)c1
compound no.	33	34	35	36	37	38	39	40
5HT1a ag	-1.5	-1.5	-0.3	-0.9	0.0	-2.6	-1.2	-1.8
SF1 activator	1	21	1	34	-4	0	-15	-2
NADH coupling	3%	4%	2%	5%	6%	3%	7%	5%
Abs 340nm	0.99	1	1.1	1.1	0.99	1	1	1
5-HT1A blocker	10	0	0	-1	3	-17	3	6
Autofluor 339	1.1	1.2	1.1	1.1	1.3	1.1	1.1	1.1
MMP13 inh	4	1	-4	3	-23	4	8	-2
TNAP act mid DEA	0.9	0.8	0.9	0.9	0.9	0.9	0.9	0.9
RORa activator	28	-10	-18	16	-12	-10	-12	-5

41	CCCCOCCCn1c(-c2ccco2)nc2nc3ccccc3nc21
42	COc1cccc(NC(=O)c2ccccc2-c2nc(-c3ccc(Cl)cc3)no2)c1
43	Cn1c(=O)n(CCc2ccccc2)c(=O)c2c1nc1n2CCN1Cc1ccco1
44	O=C(c1ccc(NC2=NC3CS(=O)(=O)CC3S2)cc1)N1CCc2ccccc2C1 (configuration not stated)
45	COc1ccc(-c2nc(C#N)c(NCCc3ccccc3)o2)cc1
46	CC(=O)c1ccc(NC(=O)C2CCCN2S(=O)(=O)c2ccc(F)cc2)cc1 (configuration not stated)
47	CCOc1ccc(Nc2cc(C)nc3nc(C)nn23)cc1
48	CCc1nc2ccccc2c(=O)n1NC(=O)c1c(O)c2cccc3c2n(c1=O)CCC3
49	Cc1cc(N2CCC(C(=O)NCC3CC3)CC2)nc(-c2ccccc2)n1
50	Cn1c(=O)cc(SCC(=O)NCC2CCCO2)c2ccccc21 (configuration not stated)
compound no.	41	42	43	44	45	46	47	48	49	50
5HT1a ag	1.4	0.3	-0.4	-2.6	-1.4	1.4	0.8	-3.0	-3.6	1.4
SF1 activator	0	3	12	-2	41	0	-2	-22	-18	12
NADH coupling	7%[fluoresces]	2%	6%	6%	11%[fluoresces]	5%	2%	4%	0%	5%
Abs 340nm	1.1	0.98	1	1	1	1	1	1.1	0.99	1
5-HT1A blocker	3	26	5	-10	13	-15	-12	6	5	5
Autofluor 339	4*	1.1	1.1	0.84	3.6*	1	1	1.2	1.1	1.4
MMP13 inh	-95[fluorescence artefact?]	0	-4	2	-109[fluorescence artefact?]	-2	4	5	1	-1
TNAP act mid DEA	0.9	0.9	1	0.9	nt	0.9	0.9	0.9	1	1
RORa activator	8	-20	12	-24	16	15	-4	-13	25	5

# Entries of single compounds, quoted from the list:
# Record of Cc1nn(C)cc1CNC(=O)c1cnn2c1NC(c1ccc(Br)cc1)CC2C(F)(F)F (configuration not stated) → 5HT1a ag = 0.8; SF1 activator = -2; NADH coupling = 2%; Abs 340nm = 1; 5-HT1A blocker = -8; Autofluor 339 = 1.1; MMP13 inh = -1; TNAP act mid DEA = 1; RORa activator = -10
# Record of Cc1ccccc1-c1n[nH]c(=S)o1 → 5HT1a ag = -3.5; SF1 activator = 8; NADH coupling = 2%; Abs 340nm = 1; 5-HT1A blocker = 14; Autofluor 339 = 1.3; MMP13 inh = 7; TNAP act mid DEA = 0.9; RORa activator = -7
